# FBW7 activator: human FBW7 E3 ligase activation, primary screen; AID 1259310; actives 0.13% (n = 650,000); normalized activity (activation), % at 26.1 µM; Q969H0; AlphaScreen FBW7–phospho-cyclin E peptide binding, activator screen; in the data active = normalized activity above about 1.9%;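 note: purified mutant Fbw7 with reduced substrate affinity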
# Target sequence (Q969H0 whole entry, looked up): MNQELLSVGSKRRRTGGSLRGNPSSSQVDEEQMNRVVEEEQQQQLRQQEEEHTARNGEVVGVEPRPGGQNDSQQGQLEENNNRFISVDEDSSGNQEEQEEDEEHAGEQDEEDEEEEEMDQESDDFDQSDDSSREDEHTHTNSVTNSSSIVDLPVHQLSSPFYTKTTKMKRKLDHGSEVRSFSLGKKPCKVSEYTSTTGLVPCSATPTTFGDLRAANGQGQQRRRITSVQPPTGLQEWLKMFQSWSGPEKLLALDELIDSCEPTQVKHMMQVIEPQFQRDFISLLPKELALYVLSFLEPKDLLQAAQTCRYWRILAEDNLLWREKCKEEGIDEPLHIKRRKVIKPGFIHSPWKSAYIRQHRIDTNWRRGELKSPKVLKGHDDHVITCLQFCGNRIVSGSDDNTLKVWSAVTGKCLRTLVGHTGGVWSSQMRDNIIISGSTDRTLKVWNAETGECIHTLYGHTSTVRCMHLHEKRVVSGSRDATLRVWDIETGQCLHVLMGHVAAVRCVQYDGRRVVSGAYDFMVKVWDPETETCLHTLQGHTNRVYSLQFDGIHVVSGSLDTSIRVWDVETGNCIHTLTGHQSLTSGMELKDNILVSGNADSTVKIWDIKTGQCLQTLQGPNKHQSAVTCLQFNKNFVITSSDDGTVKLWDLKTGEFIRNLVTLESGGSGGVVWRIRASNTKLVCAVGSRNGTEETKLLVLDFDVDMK
# MITF inh: blocks human microphthalmia-associated transcription factor; O75030; AlphaScreen MITF homodimerization, bead proximity signal; inhibition, % at 2.6 µM; actives 0.91% (n = 650,000); AID 1259374; in the data active = inhibition above about 50%;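 note: 0% = vehicle wells with protein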
# TEAD-YAP inh: TEAD-YAP interaction inhibition. inhibition, % at 9.12 µM. HEK-TIYL cells, TEAD-Gal4/YAP UAS-luciferase luminescence. actives 1.4% (n = 640,000); in the data active = inhibition above about 32%;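 note: 0% = median of test compound wells and 100% = reference inhibitor wells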
# GPR151 ag: activates the human receptor GPR151; actives 1% (n = 650,000); activation, % at 11.2 µM; AID 1508602; Q8TDV0; PathHunter beta-arrestin GPR151 cells, luminescence; in the data active = activation above about 4.9%;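 note: 0% = median of compound wells and 100% = cells with positive control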
# Starred values were filed as active, the others as inactive; / = not tested or not shown; & = joins results of further samples. Rows were taken by chance; overall some 3.4% were active at least once.
SMILES,FBW7 activator,MITF inh,TEAD-YAP inh,GPR151 ag
COC(=O)c1ccc(NC(=S)NC(=O)c2cccc([N+](=O)[O-])c2)cc1,-0.1,-21,5,-0.4
Fc1cccc(CSc2nnnn2-c2ccc3c(c2)OCO3)c1,0.0,0,-4,0.4
O=C(Cc1ccccc1)NCc1nc2ccncc2[nH]1,0.1,-20,4,-0.5
O=c1c(O[C@@H]2O[C@H](CO)[C@@H](O)[C@H](O)[C@H]2O)c(-c2ccc(O)cc2)oc2cc(O)cc(O)c12,-0.1,3,11,0.8
O=C(O)CN(CC(=O)Nc1cccnc1)Cc1ccccc1,-0.1,9,2,-0.4
Cc1nc(-c2cccc(NS(=O)(=O)c3cccc([N+](=O)[O-])c3)c2)cs1,-0.2,-2,-10,-0.2
C=CCn1c(SCC(=O)Nc2ccc(OC)cc2)nc2ccccc2c1=O,-0.1,3,7,0.0
Cc1nc(SCC(=O)Nc2nccs2)nc2c1CCCC2,-0.3,-14,-13,0.0
Cc1ccc(OCCCN2C(=O)NC(C)(C)C2=O)c(I)c1,-0.1,0,-53,-0.3
COc1ccc(/C=C/CN2CCc3nnc(CNC(=O)c4ccccn4)n3CC2)cc1,0.2,-1,9,-1.7
COc1ccc(CCNc2c(C)c(C)nc3ncnn23)cc1,0.2,-2,60*,0.8
COc1cc(Nc2nc(NC3CC3)c3[nH]cnc3n2)cc(OC)c1OC,-0.2,-1,31,-0.7
Cc1ccc(S(=O)(=O)Nc2cccc(N)c2)cc1C,0.0,-12,-6,3.5
Fc1ccc(C2C=C(c3cccs3)Nc3ncnn32)cc1 (stereo not drawn),0.0,2,-8,-0.1
CCOCCCn1nnc2c(=O)[nH]c(C(=O)NCc3ccccc3Cl)nc21,0.2,16,-5,-0.9
COCCn1c(-c2ccc(Br)cc2)cnc1SCC(=O)N1CCc2ccccc21,-0.1,9,5,3.4
CC(=O)C1=C(C)NC(SCC(N)=O)=C(C#N)C1c1cccc2ccccc12 (stereo not drawn),0.5,11,3,-0.8
CCOc1nc(NC(=O)NC(=O)c2cccc(F)c2)nc(-c2ccccc2)n1,-0.1,-12,-12,-0.5
CCCOc1ccc(/C=C2/SC(N3CCN(C)CC3)=NC2=O)cc1,-0.2,2,6,-2.0
C[C@@H]1CCC2C(=O)O[C@@H](CN=[N+]=[N-])CN2[C@H]1c1ccc(Br)cc1 (stereo partly drawn),0.5&-0.1,10&1,/,-0.9&1.3
CN(C)S(=O)(=O)c1ccc(N2CCCC2=O)cc1,-0.1,-1,-1,0.0
COc1ccc2nc(NC(=O)c3cc(-n4cnnc4)ccc3Cl)sc2c1,0.1,3,-7,-0.5
CCCc1nnc2sc(NC(=O)C(CC)Oc3ccccc3)nn12 (stereo not drawn),0.2,4,5,0.2
Cc1cnc(NCc2cccnc2)nc1Nc1ccccc1,0.5,0,-4,0.0
CC1=CC2=NC(=O)/C(=C\c3ccc(OCCCOc4cccc(C)c4)cc3)C(=N)N2O1,0.2,0,9,1.1
CCCCNc1nc(Nc2ccc(OC(F)(F)F)cc2)nc(OCC(F)(F)F)n1,0.0,-11,9,0.3
CCOc1ccc(Nc2nc(-c3ccc(Cl)c(Cl)c3)cs2)cc1,0.0,5,-10,0.9
COc1ccc(CNC(=O)C(=O)Nc2ccc(Br)cc2)cc1,0.1,-1,-2,1.2
CN1C(=O)CC(C(=O)Nc2ccc(Cl)cc2)SC1=Nc1ccccc1 (stereo not drawn),0.2,14,7,1.4
O=C(CCc1cnccn1)N1CCc2c([nH]c3ccccc23)C1C1CCCCC1 (stereo not drawn),0.0,8,-53,0.1
NC(=O)CSc1nnnn1C1CCCCC1,0.0,14,-1,0.6
O=C(NN1C(=O)c2cc([N+](=O)[O-])cc3cc([N+](=O)[O-])cc(c23)C1=O)c1ccc(O)cc1,-0.4,11,7,-3.3
O=C(N/N=C/c1ccccn1)c1ccncc1,-1.1,24,3,-0.9
O=C(CCc1ccccc1)NC(NCCC12CC3CC(CC(C3)C1)C2)(C(F)(F)F)C(F)(F)F,0.1,2,-1,-0.4
COc1cc(C(=O)Nc2nnc(CCSc3cc(Cl)ccc3Cl)s2)cc(OC)c1OC,0.2,10,-1,-0.7
C/C(=N/NC(=O)c1ccco1)c1cccc([N+](=O)[O-])c1,0.1,15,-55,-2.9
Cc1ccc(CN(C(=O)c2csnn2)C(C(=O)NC(C)(C)C)c2ccco2)cc1 (stereo not drawn),0.2,-2,21,0.3
CCOC(=O)N1CCN(c2cc(-c3cccnc3)nc(-c3cccnc3)n2)CC1,0.3,8,20,-0.9
CC1=C(C(=O)Nc2ccccc2)C(c2ccccc2Cl)C(C#N)=C(SCC(=O)OCc2ccccc2)N1 (stereo not drawn),0.0,-11,-8,-0.7
O=C(NCc1cccs1)c1cc(-c2ccccc2)n[nH]1,-0.3,4,-63,-0.8
CCCCC(C(=O)Nc1ccc(Br)cc1)N1C(=O)C2C3c4ccccc4C(c4ccccc43)C2C1=O (stereo not drawn),-0.1,-2,2,-0.2
Cc1ccc(CNC(=O)c2cc(C)[nH]n2)cc1,0.2,0,-5,1.5
COc1ccc(-c2nsc(SCC(=O)N3CCc4ccccc43)n2)cc1,0.2,10,7,-0.6
Cc1nc2c(C(=O)Nc3ccc(N4CCOCC4)cc3)snc2c(=O)[nH]1,0.1,-4,33*,-0.9
Nc1ccc2c3c(cccc13)C(=O)N2,-0.1,7,10,-0.2
COC(=O)c1ccc(Cn2nc(C)cc2C)cc1,0.2,-3,-9,-1.1
O=[N+]([O-])c1cc(CN2CCc3ccccc3C2)c(O)c2ncccc12,-0.6,21,9,0.3
Cc1ccccc1NC(=S)N(Cc1ccc(F)cc1)C1CCCCC1,0.1,-3,5,-1.2
CCCOc1ccc(C2C(C#N)=C(N)OC3=C2C(=O)CC(C)(C)C3)cc1OCC (stereo not drawn),0.0,4,2,0.3
CC(C)(C)c1ccc(C(=O)NC2CC2)cc1,0.2,5,-44,-1.6
# Other records follow.
SMILES,FBW7 activator,MITF inh,TEAD-YAP inh,GPR151 ag
COc1ccc(S(=O)(=O)N/N=C(/C)c2ccc(Cl)cc2)cc1,-0.1,-7,-6,-0.4
O=C(NCc1cccs1)Nc1ccc(F)cc1,0.0,-10,-12,-0.9
O=C(Cc1ccc(Br)cc1)N1CCCC1,0.1,10,-7,1.9
CCc1c(C)c(C#N)c2nc3ccccc3n2c1N1CCN(C23CC4CC(CC(C4)C2)C3)CC1,0.1,17,-1,0.4
CCOC(=O)c1c(NC(=O)CSc2nncn2C)sc(C)c1C,0.2,20,0,-1.4
CCOC(=O)c1ccc2c(c1)NC(=O)c1ccccc1S2,0.4,1,6,-1.9
O=C(CN1C(=O)c2cccc3cccc(c23)C1=O)OCCCc1ccncc1,-0.4,8,4,1.9
O=c1c2ccc(Cl)cc2nc(-c2ccc([N+](=O)[O-])cc2)n1O,0.0,-15,2,-0.4
Cc1cc(C)nc(N2CCC(C(=O)Nc3ccc(Cl)cc3Cl)CC2)n1,0.0,6,-9,9.5*
CCCOc1ccc(/C=c2\sc3nc(=O)c(C)nn3c2=O)cc1,0.2,17,0,-1.6
Cc1cc(C(=O)Nc2ccc3c(c2)CCC3)no1,0.3,1,-45,-0.5
O=C(Nc1ncc(Cc2ccc(Cl)cc2)s1)C(c1ccccc1)c1ccccc1,-0.1,1,-4,-0.9
Cc1nc2nc(SCC(=O)NCC3CCCO3)nn2c(C)c1Cc1ccccc1 (stereo not drawn),0.1,6,5,-1.0
COc1ccc(CCNc2nc(NCc3cccnc3)nc3c2ncn3C2CCCCC2)cc1,0.1,3,11,-1.1
O=C(N/N=C/c1ccccc1OCc1cccc(Br)c1)c1ccncc1,0.2,15,-4,0.2
O=C(N/N=C/c1ccc([N+](=O)[O-])s1)c1ccc(F)cc1,-0.2,-7,45*,1.3
Cc1ccc(Nc2nc(-c3ccccc3)c3cc(Br)ccc3n2)cc1,0.0,6,0,-0.5
COc1ccc(N2C(=O)CC(N3CCC(N4CCCCC4)CC3)C2=O)cc1 (stereo not drawn),-0.1,7,14,0.8
COC(=O)c1c(NC(=O)C2CC(=O)NN2Cc2ccccc2)sc2c1CCC2 (stereo not drawn),0.6,13,-2,0.1
CCC(Sc1nc2ccccc2c(=O)[nH]1)C(=O)O (stereo not drawn),0.0,25,-5,0.3
CCCc1cc(C(=O)OC)c(NC(=O)c2c(CC)noc2C)s1,0.0,1,0,1.4
COc1ccc(OC)c(C2CC(c3ccccc3)=NN2C(=S)Nc2ccccc2)c1 (stereo not drawn),0.2,7,4,-1.0
CN(C(=O)c1cc2ccccc2oc1=O)C1CCS(=O)(=O)C1 (stereo not drawn),0.3,18,3,-0.8
Cc1ccc(C)c(NC(=O)c2ccc(=O)n(Cc3cccc(Cl)c3)c2)c1,0.2,1,-7,-1.2
Cc1nc2ccccc2nc1CSc1nncs1,-0.2,1,-4,1.7
COC(=O)Nc1ccc(F)cc1,0.1,11,-4,-0.6
Clc1ccc(C2=CSC3=NNC4(CCCCC4)NN23)cc1,-0.2,4,-38,1.7
O=C(NCc1ccccn1)c1cccc(C(=O)NCc2ccccn2)c1,-0.1,4,1,2.3
O=C(CSc1ncn[nH]1)N1CCN(c2nnc(-c3ccccc3)c3ccccc23)CC1,0.1,19,0,0.3
O=C(CN1CCCC1)Nc1ccc(NC(=O)Nc2ccccc2)cc1,0.1,7,0,0.7
O=C(Cn1cc2c(n1)CCCC2)Nc1c(F)c(F)cc(F)c1F,-0.2,0,-5,-0.6
CC1CC(C)(C)NC(=S)N1CC(=O)N1CCN(c2ccc(F)cc2)CC1 (stereo not drawn),0.0,0,-4,0.8
CCOC(=O)Cc1csc(/N=C/c2nc(-c3ccc(Cl)cc3)oc2O)n1,0.0,-9,1,0.9
COc1ccc(-c2cnnc(N3CCCC(CN4CCOCC4)C3)n2)cc1 (stereo not drawn),0.6,8,8,-1.2
COc1cccc(NC(=O)NC(C)(C)C)c1,0.0,-17,-20,0.5
COc1ccc(Cl)cc1C(=O)Nc1cc(-c2nn3c(C)nnc3s2)ccc1C,-0.1,-2,1,0.5
COCCn1c2ccccc2n2c(=O)n(CC(=O)NC34CC5CC(CC(C5)C3)C4)nc12,0.0,-8,0,0.7
CN1CCN(c2nc3ccc(NC(=O)/C=C/c4cccs4)cc3s2)CC1,0.5,8,16,-1.6
CCCOC(=O)C1=C(C)NC2=C(C(=O)CC(C)(C)C2)C1c1cc(OC)c(OC)cc1[N+](=O)[O-] (stereo not drawn),-0.1,-1,11,0.9
CCOC(=O)C(=O)Nc1ccc(S(=O)(=O)NC(C)(C)C)cc1,-0.1,4,0,-0.4
c1ccc(CCn2c(-c3ccccc3)nc3ccccc32)cc1,0.2,6,9,0.5
CC[C@@H](Cn1nc(-c2cccs2)oc1=O)NC(=O)c1c(C)noc1C,0.1,8,1,0.0
COC(=O)c1ccc(NC(=O)CCN2CCOCC2)cc1,0.1,13,9,1.7
COc1c(O)ccc(/C=N/NC(=O)c2cc(-c3ccccc3)n[nH]2)c1[N+](=O)[O-],0.1,4,-7,1.8
CSCCC(NC(=O)c1cncc(O)c1)C(=O)O (stereo not drawn),0.1,-19,2,1.8
Cc1ccccc1CS(=O)(=O)c1nc2ncccc2[nH]1,-0.1,11,0,0.0
